aDG glyco act = activators of alpha-DG glycosylation, primary screen, uHTS, Pro5-aDG cells, AlphaScreen | alpha-DG glycosylation AlphaScreen (IIH6); 0% Pro5, 100% B10-LARGE cell signal | AID 624168, 2012 | hit rate 0.22% among 360,000 | activation, % at 10 µM;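 active = activation of at least 8% versus controls, or a plate z-score of at least 8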;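 note: Pro5 are CHO cells carrying HIG-tagged alpha-DG that lacks glycosylation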
NR2E3 ag-1 = inhibitors of NR2E3-RetCOR corepressor binding, primary screen, NR2E3 agonist project, biochemical, TR-FRET, GST-NR2E3, biotin-RetCOR. AID 2300, 2010. inhibition of corepressor binding, % at 4.78 µM. hit rate 0.12% among 320,000. 1536-well;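 active = percent inhibition above the cutoff of mean plus 3 SD of all tested compounds, set per screening campaign, cut at about 20% in these data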;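 note: 0% = DMSO wells and 100% = biotin wells as full block of FRET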
Target sequence (Q9Y5X4 whole entry, looked up): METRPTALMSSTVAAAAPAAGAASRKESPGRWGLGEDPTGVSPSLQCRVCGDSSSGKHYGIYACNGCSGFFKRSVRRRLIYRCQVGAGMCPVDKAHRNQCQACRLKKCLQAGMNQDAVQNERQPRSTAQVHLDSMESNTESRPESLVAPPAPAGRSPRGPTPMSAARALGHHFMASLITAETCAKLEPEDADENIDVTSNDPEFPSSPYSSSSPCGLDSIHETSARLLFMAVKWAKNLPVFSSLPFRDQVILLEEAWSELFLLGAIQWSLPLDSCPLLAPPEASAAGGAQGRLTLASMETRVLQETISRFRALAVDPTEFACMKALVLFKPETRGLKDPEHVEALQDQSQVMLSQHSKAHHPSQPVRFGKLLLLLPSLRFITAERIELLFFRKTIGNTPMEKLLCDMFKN
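Format: 1536-well format; test system: GST-NR2E3 and biotin-RetCOR proteins; read-out basis: percent inhibition of TR-FRET ratio; timing: 5 h incubation at 4 °C; detection: time-resolved FRET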
HIF-2a inh = HIF-2a reporter inhibitors, primary screen, luminescence, 786-0 RCC cells; hit rate 0.72% among 360,000; AID 624352, 2012; inhibition, % at 18.8 µM; 786-0 RCC cells HIF-2a reporter, luciferase luminescence, overnight;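 active = inhibition of the luminescence signal of 40% or more relative to plate controls, in a single-dose primary screen at 18.75 µM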
Granule exo inh = LAMP-1 surface exposure blockers, TALL-104 cells – cell-based, flow cytometry, MLPCN library, primary screen | AID 651702, 2012 | TALL-104 LAMP-1 surface exposure; cells stimulated with thapsigargin and PMA | inhibition, % at 10 µM | hit rate 0.66% among 360,000;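 active = inhibition above about 55%, limit read from the data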
Vif inh = HIV Vif self-association inhibitors, primary screen, imaging, HEK293T, single point. HEK293T cells, Vif self-association by quenched fluorescence, 24 h. inhibition, % at 7.49 µM. hit rate 0.35% among 340,000; in the data active = inhibition above about 50%, passing the limit was not always enough; note: some results filed as inactive read as strong as hits
CaV13 FRET inh = Disruptors of the CACNA1D IQ motif to Ca2+-dependent inactivation inhibitor domain association, primary screening, Förster resonance energy transfer in intact living …. HEK cells, CFP/YFP FRET ICDI-IQ, plate reader, 10 min; percent FRET-ratio fall versus neutral wells. inhibition, % at 12.3 µM. hit rate 0.098% among 340,000. AID 743397;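 active = mean replicate inhibition of at least 30% and at least 1% of replicates passing that level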;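 note: 0% = median of the neutral control wells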
NR2E3 ag-2 = NR2E3 agonists in two-hybrid cells, primary screen, cell-based, luminescence, CHO-S, Gal4-NCOR/VP16-NR2E3; Photoreceptor-specific nuclear receptor (Homo sapiens), Q9Y5X4; luciferase; inhibition of corepressor binding, % at 3.98 µM; hit rate 0.35% among 360,000; AID 602229, 2012;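 active = inhibition above the mean of all tested compounds plus 3 SD, cut at about 70% in these data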;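 note: 0% = DMSO with NR2E3 transfected cells and 100% = cells lacking NR2E3 construct; higher means lower luciferase signal from less NR2E3 corepressor binding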
Peg3 prom inh = Peg3 promoter-driven luciferase inhibitors, primary screen, cell-based, HeLa, luciferase luminescence; HeLa PEG-Prom luciferase reporter, overnight; hit rate 1.7% among 360,000; inhibition, % at 20 µM;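 active = inhibition of at least 50% at 20 µM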
iPSC survival up = enhancers of single-cell hiPSC survival, primary screen, ATPlite luminescence. survival enhancement, % at 20 µM. 100% = ROCK inhibitor wells, 0% = DMSO. AID 602274, 2012. hit rate 0.044% among 360,000; in the data active = survival enhancement above about 18%;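 note: cells exposed to compounds for 16 hours before the ATP read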
MITF TRPM1 inh = inhibitors of MITF-dependent TRPM1 promoter reporter, primary screen, cell-based, SK-MEL-5, single point, luciferase; inhibition, % at 12.5 µM; hit rate 0.83% among 330,000; SK-MEL-5 TRPM1 promoter luciferase, 24 h; AID 488899, 2010;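 active = mean inhibition across replicates of 60% or more, whatever share of single replicates reaches that level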; note: values of inactives mirror those of a sister screen read the other way
PDI turbidity = inhibitors of human PDI, primary screen, biochemical, turbidity, single point, plate reader; PDI insulin aggregation turbidity, A650, 90 min; inhibition, % at 10 µM; hit rate 0.052% among 350,000; AID 588391, 2011;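 active = mean inhibition across replicates of 30% or more, whatever share of single replicates reach that level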;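 note: absorbance from insulin aggregation driven by PDI reduction with DTT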
Target sequence (P07237 whole entry, looked up): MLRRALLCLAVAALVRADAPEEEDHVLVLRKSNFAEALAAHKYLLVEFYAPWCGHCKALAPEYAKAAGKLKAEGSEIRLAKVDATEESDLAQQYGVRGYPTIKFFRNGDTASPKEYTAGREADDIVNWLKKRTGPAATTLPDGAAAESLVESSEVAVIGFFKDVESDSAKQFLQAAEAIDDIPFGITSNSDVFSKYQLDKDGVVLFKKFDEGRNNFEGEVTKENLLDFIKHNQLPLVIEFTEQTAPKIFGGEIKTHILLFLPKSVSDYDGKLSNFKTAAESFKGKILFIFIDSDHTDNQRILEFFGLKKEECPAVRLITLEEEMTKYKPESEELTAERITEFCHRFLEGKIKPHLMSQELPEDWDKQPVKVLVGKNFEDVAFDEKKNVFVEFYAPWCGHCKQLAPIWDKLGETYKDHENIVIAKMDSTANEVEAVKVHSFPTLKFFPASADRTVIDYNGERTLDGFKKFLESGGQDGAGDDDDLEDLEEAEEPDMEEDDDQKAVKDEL
* hit, by the source's call; / = not tested or not shown.

Compound	aDG glyco act	NR2E3 ag-1	HIF-2a inh	Granule exo inh	Vif inh	CaV13 FRET inh	NR2E3 ag-2	Peg3 prom inh	iPSC survival up	MITF TRPM1 inh	PDI turbidity
CC(NC(=O)CCCC1CCCCC1)c1ccc(S(N)(=O)=O)cc1 (stereo unspecified)	-0.1	4	10	6	-7	-4	-12	3	-0.8	-7	-10
O=C(NCc1ccccc1)NC(=O)c1ccccc1F	-0.3	2	-131	-1	1	/	-23	-55	-0.4	-26	10
C[C@H](CO)N1C[C@H](C)[C@H](CN(C)C(=O)c2cc(-c3ccccc3)on2)OCc2cnnn2CCCC1=O	0.2	/	3	-1	-3	-11	-2	-7	-2.3	/	-4
CC(=O)c1nc(-c2ccccc2)sc1C	0.1	-3	-20	0	-8	3	-25	-30	-1.6	-14	7
CCOC(=O)N1CCC(N2C(=O)c3ccccc3C2Nc2cc(C)cc(C)c2)CC1 (stereo unspecified)	0.1	-4	14	3	-6	2	-14	11	-0.4	10	-5
CN1C(=O)/C(=C/c2ccc(OCc3ccc(C(=O)O)cc3)c(Cl)c2)NC1=S	0.1	1	4	-3	-1	-20	-10	-6	0.2	1	-2
CC(NC(=O)NC1CCCCC1)c1ccccc1 (stereo unspecified)	-0.2	1	13	-2	-3	-4	1	11	-0.8	10	2
COc1ccc(Br)c(C(=O)Nc2cccc(Cl)c2Cl)c1	0.6	2	-26	0	-2	-3	-43	-8	-1.2	-14	-6
Clc1ccc(-c2nc(CSc3ccccn3)cs2)cc1	0.2	/	-278	-3	-3	-14	-70	-342	2.4	/	2
COc1ccccc1CN(C)CC(=O)NC1CCCc2ccccc21 (stereo unspecified)	0.4	2	18	0	-1	-16	-34	10	1.2	6	-4
Cc1ccc(C)c(NC(=O)COC(=O)CNC(=O)C2CCCCC2)c1	0.2	0	4	0	9	-3	6	3	-0.5	0	0
Cc1cc(Br)ccc1NC(=O)CNC(=O)CN1C(=O)NC2(CCCCCC2)C1=O	-0.1	0	10	4	-6	-8	10	11	-1.5	-8	-8
CCOC(=O)N1CCN(c2c(NCc3ccccc3OC)c(=O)c2=O)CC1	0.4	0	2	5	/	-7	4	16	-1.1	/	3
COc1ccc(C2=NOC(C(=O)Nc3cccnc3)C2)cc1OC (stereo unspecified)	-0.2	3	11	1	-4	-6	-38	-1	-0.6	-11	2
O=C(CN1C(=O)c2ccccc2S1(=O)=O)NC(Nc1ccccc1F)C(Cl)(Cl)Cl (stereo unspecified)	-0.1	4	9	-4	6	-5	-23	0	3.2	-1	-1

Looked up above.
Under HIF-2a inh, O=C(NCc1ccccc1)NC(=O)c1ccccc1F is listed with -131
Under aDG glyco act, COc1ccc(C2=NOC(C(=O)Nc3cccnc3)C2)cc1OC (stereo unspecified) is listed with -0.2
Under iPSC survival up, Cc1ccc(C)c(NC(=O)COC(=O)CNC(=O)C2CCCCC2)c1 is listed with -0.5
Under Vif inh, CN1C(=O)/C(=C/c2ccc(OCc3ccc(C(=O)O)cc3)c(Cl)c2)NC1=S is listed with -1

Back to the main list with the two entries that preceded the break.
Compound	aDG glyco act	NR2E3 ag-1	HIF-2a inh	Granule exo inh	Vif inh	CaV13 FRET inh	NR2E3 ag-2	Peg3 prom inh	iPSC survival up	MITF TRPM1 inh	PDI turbidity
COc1ccc(C2=NOC(C(=O)Nc3cccnc3)C2)cc1OC (stereo unspecified)	-0.2	3	11	1	-4	-6	-38	-1	-0.6	-11	2
O=C(CN1C(=O)c2ccccc2S1(=O)=O)NC(Nc1ccccc1F)C(Cl)(Cl)Cl (stereo unspecified)	-0.1	4	9	-4	6	-5	-23	0	3.2	-1	-1
O=C(N/N=C/C1CC2C=CC1C2)c1ccccc1O (stereo unspecified)	0.3	0	8	0	7	-5	-27	5	-0.7	-10	-2
Cc1cc(-n2cnnn2)ccc1C(C)C	-0.1	1	-31	0	25	-3	-1	-36	5.3	-14	7
CN(CCNC(=O)C1CC(=O)N(c2ccc(F)c(Cl)c2)C1)Cc1ccccc1 (stereo unspecified)	0.1	0	12	2	-6	-9	2	17	-0.8	5	-5
O=C(O)CC12CC3CC(C1)CC(n1ncc(NCc4ccccc4Cl)c(Cl)c1=O)(C3)C2	0.0	-1	14	-3	4	1	1	7	-0.3	2	2
Cc1ccc(S(=O)(=O)NC(=O)c2cccc(N(C)C)c2)cc1	0.0	/	-26	-2	-4	-2	-34	-13	-0.4	-3	-6
Cc1cccc(NC(=O)CSc2ncnc3sc(C)cc23)c1	0.0	3	-27	-8	0	-4	-14	-11	-0.2	-10	3
O=C1OCCN1C(=O)[C@H]1[C@H](c2ccc(Cl)cc2)C(c2ccc(F)cc2)=NN1c1ccccc1	0.4	/	-1	17	-2	-8	-17	21	-2.3	-5	2
CCCn1c(N)c(C(=O)COC(=O)c2c(C)noc2C)c(=O)n(C)c1=O	-0.1	1	10	1	4	/	-12	-7	-0.5	4	2
CC(C)c1ccc(NC(=O)C(c2ccccc2)N2CCN(C(=O)c3ccco3)CC2)cc1 (stereo unspecified)	0.8	-1	-120	0	0	-6	-30	-125	-1.4	-12	14
CCOc1ccc(NC(=O)N(CCN(C)C)C(C)c2cccnc2)cc1 (stereo unspecified)	0.0	-2	10	-5	-9	-4	-12	-1	-0.2	4	-1
C[C@H](CO)N1C[C@H](C)[C@@H](CN(C)C(=O)Nc2ccccc2)Oc2c(NS(=O)(=O)c3cn(C)cn3)cccc2C1=O	0.2	/	18	-7	-7	-5	-29	-10	-2.0	-2	7
CC(=O)c1cccc(NS(=O)(=O)c2c(C(=O)N3CCOCC3)c(C)n(C)c2C)c1	4.5	2	2	-2	-3	-6	-7	14	1.0	-5	1
COC(=O)C1=C(C)OC(N)=C(C#N)C1c1ccccc1 (stereo unspecified)	-0.1	1	15	-4	11	-3	-12	4	0.0	7	-6
CC(Sc1nc(N)cc(=O)[nH]1)C(=O)N1CCOCC1 (stereo unspecified)	-0.1	/	-12	-4	7	-4	-11	-39	-0.4	-7	2
N#CC1(Nc2ccc3c4c(cccc24)CC3)CCCCC1	0.0	/	16	1	1	-7	-32	0	-1.3	/	12
CCOC(=O)C1=C(C)N=c2s/c(=C\c3ccc(OC(C)=O)c(OCC)c3)c(=O)n2C1/C=C/c1ccccc1 (stereo unspecified)	-0.5	0	13	-1	-11	-4	-7	-3	-3.0	-1	13
c1ccc(Oc2cc(-n3cccn3)ncn2)cc1	-0.2	1	-258	-8	-8	-5	-89	-246	-2.5	-56	-1
O=C(O)CNC(=O)/C=C/c1ccc(Cl)cc1Cl	-0.3	-5	12	-1	8	10	-21	-29	1.2	-3	1
CC(C)NC(=O)Nc1ccc2c(c1)C(=O)N([C@H](C)CO)C[C@H](C)[C@@H](CN(C)S(=O)(=O)c1ccccc1)OCCCC[C@@H](C)O2	0.1	/	2	-3	-2	-4	-27	-8	1.1	/	7
CC(C)C(=O)N1CCC1(C)C(=O)Nc1ccc2[nH]ccc2c1 (stereo unspecified)	-0.2	/	10	-5	/	/	-34	2	3.4	/	-5
O=C(c1ccco1)N1CCN(C(=S)Nc2ccccc2Cl)CC1	-0.2	-2	6	7	-1	-6	-10	4	-0.4	-1	-12
O=C(NCCc1ccc(Cl)cc1)C1CCN(S(=O)(=O)c2ccc(-n3cnnn3)cc2)CC1	-0.2	0	23	3	-5	-5	-17	22	2.6	-9	-8
Cc1ccc(C(=O)N2CCN(c3nc4ccccc4n3C)CC2)cc1	0.3	0	-5	-8	-7	-3	1	-3	-0.3	15	13
CCc1ccc(/C=C\C(=O)N2CCc3ccccc3C2)cc1	-0.2	2	-210	-2	-1	-1	-59	-195	4.1	-22	5
Cc1ccc(S(=O)(=O)N2CCCCC2)cc1NC(=O)CNCc1ccco1	0.0	2	12	0	-8	-17	1	11	-0.5	4	0
CC(C)NC(=O)CN1C(=O)CSc2ccc(S(=O)(=O)N3CCCC3)cc21	-0.2	1	4	1	11	-2	-1	5	0.1	-2	-3
O=C(NC1CCSC1=O)C1CC(=O)N(c2ccc(F)cc2)C1 (stereo unspecified)	-0.2	-3	14	-2	11	-3	-8	-1	1.7	-5	9
O=[N+]([O-])c1cccc(COc2cccc(CN3CCOCC3)c2)c1	-0.1	/	-70	3	-1	-8	30	-31	-3.7	-7	-4
Cc1ccc(/C(O)=C2/C(=O)C(=O)N(CC(=O)O)C2c2ccc([N+](=O)[O-])cc2)cc1 (stereo unspecified)	0.1	1	9	-4	-9	-3	-11	4	-0.4	-3	1
CCOc1ccc(C(=O)CCC(=O)N(CC)CC(=O)NCc2cccs2)cc1	-0.1	2	-35	0	-1	-4	-22	-20	-0.1	-3	-2
CC(C(=O)Nc1nc(-c2ccc(F)c(F)c2)cs1)N1C(=O)C2CC=CCC2C1=O (stereo unspecified)	0.1	3	-16	-2	-3	-4	0	-17	-0.1	-4	-4
COc1ccc(C(=O)COC(=O)c2cc(=O)c3ccccc3o2)cc1	0.7	/	12	8	20	-5	9	13	1.0	8	-3
O=C(CCn1c(=O)[nH]c2ccsc2c1=O)N1CCN(c2cccc(Cl)c2)CC1	0.0	3	26	2	1	-4	9	27	-3.1	1	14

Screening data: PubChem, several laboratories
